NR3A LBD binder: NR3A (human) ligand-binding domain modulation. hit rate 2.5% among 340,000. Tm shift relative to glycine control, % at 25 µM. NR3A LBD differential scanning fluorimetry, Tm shift; 0% = protein alone, 100% = glycine-bound protein;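 active = melting temperature shift of at least 10% of the positive control shift, at one fixed dose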
tim23-1 inh: tim23-1 yeast growth inhibition | S. cerevisiae tim23-1 growth, BacTiter-Glo luminescence, 24 h | inhibition, % at 20 µM | hit rate 1.3% among 330,000;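 active = growth inhibition of the mutant yeast at or above 50%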;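 note: temperature-sensitive mutant grown at 25 °C; plate controls were DMSO-treated mutant yeast for no effect and medium wells lacking yeast for full effect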
APJ antag: antagonists of human APJ apelin receptor; inhibition, % at 20 µM; AID 2521; P35414; hit rate 0.32% among 330,000; CHO-K1 APJ beta-arrestin complementation, luminescence;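 active = inhibition above about 40% at 20 µM, limit read from the data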;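 note: cells challenged with 10 nM apelin-13 agonist together with compound; plate controls were apelin-13 plus DMSO wells for no effect and DMSO wells lacking apelin-13 for full effect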
Target sequence (P35414 whole entry, looked up): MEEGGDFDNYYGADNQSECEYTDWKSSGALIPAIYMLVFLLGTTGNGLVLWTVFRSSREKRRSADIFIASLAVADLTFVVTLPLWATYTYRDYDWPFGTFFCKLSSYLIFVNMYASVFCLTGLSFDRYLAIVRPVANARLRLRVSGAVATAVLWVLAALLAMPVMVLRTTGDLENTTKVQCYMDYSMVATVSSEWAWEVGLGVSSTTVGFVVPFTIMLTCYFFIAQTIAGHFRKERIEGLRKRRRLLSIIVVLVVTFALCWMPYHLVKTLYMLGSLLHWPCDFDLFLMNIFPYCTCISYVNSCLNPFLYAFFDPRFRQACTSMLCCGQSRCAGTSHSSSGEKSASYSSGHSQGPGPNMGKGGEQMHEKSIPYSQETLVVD
MPTP inh: permeability transition pore inhibition; isolated mouse mitochondria, Ca2+ swelling absorbance, 30 min; AID 602449; inhibition, % at 10 µM; hit rate 1.4% among 360,000;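 active = inhibition of 50% or more, scaled per plate between neutral and stimulator controls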;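 note: 0% = DMSO wells given calcium and 100% = 1 mM EGTA wells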
TIM10 inh: growth inhibitors of TIM10 yeast strain | S. cerevisiae TIM10 strain growth, BacTiter-Glo luminescence, 24 h | inhibition, % at 10 µM | hit rate 1.4% among 330,000;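 active = inhibition of 40% or more at the single tested concentration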;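 note: wild-type TIM10 isogenic control strain grown at permissive 25 °C; 0% = DMSO yeast wells and 100% = minimal medium wells without yeast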
NALP3 yeast inh: inhibitors of NALP3 inflammasome in yeast; Yeast reconstituted NLRP3/ASC/caspase-1, beta-gal luminescence, 24 h; inhibition, % at 10 µM; hit rate 0.39% among 330,000; AID 2825;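 active = inhibition of 50% or more; inactive = inhibition below 50%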;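 note: plate controls were induced DMSO wells for no effect and uninduced yeast grown without galactose for full effect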
beta cell repl: inducers of beta-cell replication in MIN6 cells | hit rate 0.29% among 330,000 | MIN6 cells proliferation, ATPlite luminescence, 48 h; cells starved in 0.2% serum; 100% = growth in 10% serum | proliferation, % at 10 µM;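 active = compounds whose signal lies at least 3.5 SD above the mean of all wells on their plate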;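 note: 0% = DMSO-treated cells in low-serum medium and 100% = 10% serum control; some compounds called inactive have numbers as strong as hits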
tim10-1 inh: tim10-1 yeast growth inhibition | AID 463190 | S. cerevisiae tim10-1 ts strain growth, BacTiter-Glo, 24 h | inhibition, % at 20 µM | hit rate 2.2% among 330,000;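 active = inhibition of at least 40%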;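 note: mutant grown at 25 °C; 0% = DMSO wells with yeast and 100% = wells holding no yeast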
APJ agonist: activates the human apelin receptor APJ; CHO-K1 APJ PathHunter beta-arrestin, luminescence; 0% DMSO wells, 100% apelin; activation, % at 20 µM; hit rate 0.11% among 330,000; P35414; AID 2520;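 active = activation more than six SD over the plate average, tested at 20 µM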;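 note: 0% = DMSO alone and 100% = apelin-13 at 10 nM; some results filed as inactive read as strong as hits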
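Assay system: engineered CHO-K1 APJ arrestin reporter cells; Amount: 1000 CHO-K1 reporter cells seeded per well; Dosing: one dose, 20 µM compound, 1% DMSO; Times: compound stimulation 90 min at 25 °C, detection 60 min; Measured by: luminescent beta-gal fragment complementation, chemiluminescent substrate; Read-out: APJ–arrestin association signal; Controls: DMSO vs Apelin-13 10 nM.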
* marks the source's active call; other numbers are inactive results. Compounds were not picked by outcome; about 7.2% have a hit in one of these screens.

Results for CCCNS(=O)(=O)c1ccc(OCC(=O)NCCCOC)cc1 ?
NR3A LBD binder: 1; tim23-1 inh: -7; APJ antag: 2; MPTP inh: -0.3; TIM10 inh: -6; NALP3 yeast inh: 14; beta cell repl: -2; tim10-1 inh: 11; APJ agonist: -1

Results for Cc1ccc(SCC(=O)NC(=O)NC(C)C)c(C)c1 ?
NR3A LBD binder: 0; tim23-1 inh: 32; APJ antag: -12; MPTP inh: -0.3; TIM10 inh: -3; NALP3 yeast inh: 19; beta cell repl: -3; tim10-1 inh: 12; APJ agonist: -4

How did O=C(NCCc1ccccc1)C1CCC(CNS(=O)(=O)c2cccc3cccnc23)CC1 (stereo not given) do in these assays?
NR3A LBD binder: 0; tim23-1 inh: 25; APJ antag: -1; MPTP inh: 0.4; TIM10 inh: 3; NALP3 yeast inh: -2; beta cell repl: -1; tim10-1 inh: 2; APJ agonist: -2

What do the screens show for `CC(=O)Oc1cccc(C(=O)Nc2ccccc2C(=O)N2CCCC2)c1`?
NR3A LBD binder: 0; tim23-1 inh: 13; APJ antag: 3; MPTP inh: 0.3; TIM10 inh: 8; NALP3 yeast inh: 13; beta cell repl: 0; tim10-1 inh: 11; APJ agonist: -8

How did CC(C)Cn1nc(NS(=O)(=O)c2ccccc2)c2cc3ccccc3nc21 do in these assays?
NR3A LBD binder: 1; tim23-1 inh: 19; APJ antag: 14; MPTP inh: 2.5; TIM10 inh: 12; NALP3 yeast inh: 20; beta cell repl: 0; tim10-1 inh: 9; APJ agonist: -4

What do the screens show for `COc1ccc(-c2cc(C(=O)N/N=C/c3cccnc3)c3ccccc3n2)c(OC)c1`?
NR3A LBD binder: 0; tim23-1 inh: 19; APJ antag: 8; MPTP inh: 2.4; TIM10 inh: 3; NALP3 yeast inh: 8; beta cell repl: 1; tim10-1 inh: 12; APJ agonist: 0

How did Cc1cc(C(=O)O)c(CSCc2cc(C(=O)O)oc2C)o1 do in these assays?
NR3A LBD binder: 0; tim23-1 inh: 0; APJ antag: 6; MPTP inh: -1.5; TIM10 inh: -12; NALP3 yeast inh: 2; beta cell repl: 2; tim10-1 inh: -13; APJ agonist: -6

What do the screens show for `Cc1ccc2nc(SC(C)C(=O)NCc3ccc4c(c3)OCO4)[nH]c2c1` (stereo not given)?
NR3A LBD binder: -5; tim23-1 inh: 3; APJ antag: 11; MPTP inh: 3.2; TIM10 inh: 16; NALP3 yeast inh: 4; beta cell repl: -3; tim10-1 inh: 12; APJ agonist: -2

Results for Cc1cccc(NC(=O)C2SC(=Nc3c(C)cccc3C)C(C(=O)N3CCOCC3)=C2N)c1 (stereo not given) ?
NR3A LBD binder: -4; tim23-1 inh: 1; APJ antag: 15; MPTP inh: -3.3; TIM10 inh: 9; NALP3 yeast inh: 15; beta cell repl: -3; tim10-1 inh: 14; APJ agonist: 0

What do the screens show for `Cn1cc(/C=C2/SC(=O)N(c3ccccc3)C2=O)c2ccccc21`?
NR3A LBD binder: -2; tim23-1 inh: 8; APJ antag: 23; MPTP inh: 1.2; TIM10 inh: 15; NALP3 yeast inh: 12; beta cell repl: -1; tim10-1 inh: 20; APJ agonist: -1

How did COc1cc2c(cc1OC)CN(C(=O)CCOc1ccccc1C)CC2 do in these assays?
NR3A LBD binder: 2; tim23-1 inh: 21; APJ antag: -3; MPTP inh: -4.5; TIM10 inh: -13; NALP3 yeast inh: 23; beta cell repl: 0; tim10-1 inh: 3; APJ agonist: 0

What do the screens show for `COc1ccc(CCN(C)CC(=O)Nc2ccc(F)c(Cl)c2)cc1OC`?
NR3A LBD binder: 2; tim23-1 inh: 21; APJ antag: 16; MPTP inh: -1.1; TIM10 inh: -8; NALP3 yeast inh: 25; beta cell repl: 0; tim10-1 inh: 27; APJ agonist: -1

What do the screens show for `Cc1ccc(C(=O)NC2CCN(C(=O)Nc3ccc(F)cc3)CC2)cc1`?
NR3A LBD binder: -2; tim23-1 inh: 2; APJ antag: 16; MPTP inh: -0.9; TIM10 inh: 5; NALP3 yeast inh: 1; beta cell repl: -1; tim10-1 inh: -6; APJ agonist: 2

What do the screens show for `O=C(CSc1n[nH]c(-c2cccs2)n1)NCCc1ccccc1`?
NR3A LBD binder: 4; tim23-1 inh: 2; APJ antag: 4; MPTP inh: -1.0; TIM10 inh: 8; NALP3 yeast inh: 25; beta cell repl: -4; tim10-1 inh: 10; APJ agonist: -1

Results for Cc1oc2cc(O)ccc2c(=O)c1N1C(=O)c2ccccc2C1=O ?
NR3A LBD binder: -1; tim23-1 inh: 4; APJ antag: 8; MPTP inh: 2.4; TIM10 inh: 1; NALP3 yeast inh: 25; beta cell repl: 0; tim10-1 inh: 3; APJ agonist: -3

What do the screens show for `CN1CCN(C(=O)C2=C[C@H](c3coc4ccccc4c3=O)C[C@H](OCc3ccc(CO)cc3)O2)CC1`?
NR3A LBD binder: 0; tim23-1 inh: 0; APJ antag: 10; MPTP inh: 0.0; TIM10 inh: 4; NALP3 yeast inh: 4; beta cell repl: -5; tim10-1 inh: 2; APJ agonist: -4

What do the screens show for `COc1ccc(C(=O)Nn2c(C)nc3ccccc3c2=O)cc1[N+](=O)[O-]`?
NR3A LBD binder: 3; tim23-1 inh: 1; APJ antag: -14; MPTP inh: 0.9; TIM10 inh: -4; NALP3 yeast inh: 11; beta cell repl: -1; tim10-1 inh: 7; APJ agonist: -3

How did O=C(C[C@@H]1C/C=C\C[C@@H](Cc2ccc(F)cc2)C(=O)OCCNC1=O)NCCO do in these assays?
NR3A LBD binder: -4; tim23-1 inh: 16; APJ antag: 1; MPTP inh: 0.0; TIM10 inh: -6; NALP3 yeast inh: 7; beta cell repl: 1; tim10-1 inh: 10; APJ agonist: -2

Results for O=C(Nc1nccs1)C1CCN(S(=O)(=O)c2ccc3c(c2)OCCCO3)CC1 ?
NR3A LBD binder: 14*; tim23-1 inh: 15; APJ antag: 0; MPTP inh: -1.2; TIM10 inh: -3; NALP3 yeast inh: 12; beta cell repl: -2; tim10-1 inh: 2; APJ agonist: 4

What do the screens show for `Cc1ccc(C(=O)N2CC(=O)Nc3ccc(F)cc3C2c2ccc(F)cc2)cc1` (stereo not given)?
NR3A LBD binder: -3; tim23-1 inh: 27; APJ antag: -8; MPTP inh: 0.1; TIM10 inh: 21; NALP3 yeast inh: 17; beta cell repl: -3; tim10-1 inh: 17; APJ agonist: -3

What do the screens show for `CC1=N/C(=C\c2ccc([N+](=O)[O-])cc2)C(=O)N1c1ccc(Cl)cc1`?
NR3A LBD binder: -1; tim23-1 inh: 14; APJ antag: -23; MPTP inh: 4.3; TIM10 inh: 23; NALP3 yeast inh: 18; beta cell repl: 0; tim10-1 inh: 7; APJ agonist: 0

How did COC(=O)CSc1nnc(C)c(=O)[nH]1 do in these assays?
NR3A LBD binder: 0; tim23-1 inh: 9; APJ antag: 10; MPTP inh: -5.3; TIM10 inh: -8; NALP3 yeast inh: 10; beta cell repl: 0; tim10-1 inh: 6; APJ agonist: 5

How did Cc1ccc(NC(=O)COC(=O)c2cccc(N3C(=O)c4ccccc4C3=O)c2)cc1 do in these assays?
NR3A LBD binder: 0; tim23-1 inh: 10; APJ antag: -9; MPTP inh: 1.5; TIM10 inh: -2; NALP3 yeast inh: 10; beta cell repl: 2; tim10-1 inh: 9; APJ agonist: 3

How did CCc1ccc2c(c1)C(c1ccc([N+](=O)[O-])cc1)=NNC(c1ccc(Br)cc1)=N2 do in these assays?
NR3A LBD binder: -1; tim23-1 inh: -11; APJ antag: 19; MPTP inh: 7.2; TIM10 inh: 4; NALP3 yeast inh: 15; beta cell repl: 0; tim10-1 inh: 8; APJ agonist: 3

How did CCCCn1c(N)c(N(CC)C(=O)C2CCC2)c(=O)[nH]c1=O do in these assays?
NR3A LBD binder: -2; tim23-1 inh: -3; APJ antag: -19; MPTP inh: -0.2; TIM10 inh: 7; NALP3 yeast inh: 10; beta cell repl: -4; tim10-1 inh: -17; APJ agonist: 1

What do the screens show for `CCc1ccc(-c2cc(C)no2)cc1S(=O)(=O)N1CCN(c2cc(C)ccc2C)CC1`?
NR3A LBD binder: -2; tim23-1 inh: -16; APJ antag: 11; MPTP inh: -0.4; TIM10 inh: -7; NALP3 yeast inh: 8; beta cell repl: -6; tim10-1 inh: 4; APJ agonist: -1

What do the screens show for `O=C(COC(=O)c1ccccc1)Nc1cccc(S(=O)(=O)N2CCCCC2)c1`?
NR3A LBD binder: -6; tim23-1 inh: 29; APJ antag: 11; MPTP inh: -2.4; TIM10 inh: 9; NALP3 yeast inh: 16; beta cell repl: -5; tim10-1 inh: 20; APJ agonist: 1

Results for N#Cc1ccccc1S(=O)(=O)N1CCN(C(=O)CN2CCCSc3ccccc32)CC1 ?
NR3A LBD binder: 2; tim23-1 inh: 29; APJ antag: 0; MPTP inh: -1.3; TIM10 inh: 15; NALP3 yeast inh: 1; beta cell repl: 6; tim10-1 inh: 20; APJ agonist: -1

Results for COc1ccc(/C=N\N=C2/SC(CC(=O)O)C(=O)N2c2ccc(O)cc2)cc1OC (stereo not given) ?
NR3A LBD binder: 0; tim23-1 inh: 16; APJ antag: 15; MPTP inh: 0.1; TIM10 inh: -5; NALP3 yeast inh: 17; beta cell repl: 0; tim10-1 inh: -2; APJ agonist: 7

How did Cc1cc([N+](=O)[O-])ccc1NC(=O)CCC(=O)N1CCCCCC1 do in these assays?
NR3A LBD binder: 1; tim23-1 inh: 8; APJ antag: 9; MPTP inh: 1.0; TIM10 inh: 1; NALP3 yeast inh: 13; beta cell repl: 2; tim10-1 inh: -1; APJ agonist: 4

Filtered by structure: those above with a Cl atom.
What do the screens show for `COc1ccc(CCN(C)CC(=O)Nc2ccc(F)c(Cl)c2)cc1OC`?
NR3A LBD binder: 2; tim23-1 inh: 21; APJ antag: 16; MPTP inh: -1.1; TIM10 inh: -8; NALP3 yeast inh: 25; beta cell repl: 0; tim10-1 inh: 27; APJ agonist: -1

What do the screens show for `CC1=N/C(=C\c2ccc([N+](=O)[O-])cc2)C(=O)N1c1ccc(Cl)cc1`?
NR3A LBD binder: -1; tim23-1 inh: 14; APJ antag: -23; MPTP inh: 4.3; TIM10 inh: 23; NALP3 yeast inh: 18; beta cell repl: 0; tim10-1 inh: 7; APJ agonist: 0

New compounds follow:
What do the screens show for `c1ccc(Cn2nnnc2C(c2cccs2)N2CCSCC2)cc1` (stereo not given)?
NR3A LBD binder: -15; tim23-1 inh: 24; APJ antag: -5; MPTP inh: 1.3; TIM10 inh: 14; NALP3 yeast inh: -2; beta cell repl: -1; tim10-1 inh: 29; APJ agonist: -4

Results for Cc1cc(C(=O)COc2ccc(-c3nnco3)cc2)c(C)n1Cc1ccccc1 ?
NR3A LBD binder: 1; tim23-1 inh: 26; APJ antag: 15; MPTP inh: 21; TIM10 inh: 17; NALP3 yeast inh: 6; beta cell repl: -6; tim10-1 inh: 23; APJ agonist: -3

Results for Cc1ccc(NC(=O)CSCC(=O)NCCc2ccccc2)c(C)c1 ?
NR3A LBD binder: -3; tim23-1 inh: 4; APJ antag: 1; MPTP inh: -1.0; TIM10 inh: 3; NALP3 yeast inh: -9; beta cell repl: -3; tim10-1 inh: 4; APJ agonist: 5

How did Cc1cc(C)cc(-n2ncc3c2CCCC3NC(=O)c2cc(C)oc2C)c1 (stereo not given) do in these assays?
NR3A LBD binder: 0; tim23-1 inh: 23; APJ antag: 5; MPTP inh: 1.1; TIM10 inh: 25; NALP3 yeast inh: 15; beta cell repl: -4; tim10-1 inh: 18; APJ agonist: -1
